M4 PAM: human M4 muscarinic receptor positive allosteric modulators, primary screen, CHO-K1 cells, Fluo-8 calcium fluorescence. Muscarinic acetylcholine receptor M4 (Homo sapiens), P08173. CHO-K1 hM4/Gqi5, ACh EC20; 0% = ACh EC20, 100% = maximal ACh. activation, % at 3 µM. 360,000 tested, 0.4% active. AID 624126, 2012;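 active means activation above its plate's cutoff, the mean activation of sample wells plus 3 SD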; further: some results filed as inactive read as strong as hits
Target sequence (P08173 whole entry, looked up): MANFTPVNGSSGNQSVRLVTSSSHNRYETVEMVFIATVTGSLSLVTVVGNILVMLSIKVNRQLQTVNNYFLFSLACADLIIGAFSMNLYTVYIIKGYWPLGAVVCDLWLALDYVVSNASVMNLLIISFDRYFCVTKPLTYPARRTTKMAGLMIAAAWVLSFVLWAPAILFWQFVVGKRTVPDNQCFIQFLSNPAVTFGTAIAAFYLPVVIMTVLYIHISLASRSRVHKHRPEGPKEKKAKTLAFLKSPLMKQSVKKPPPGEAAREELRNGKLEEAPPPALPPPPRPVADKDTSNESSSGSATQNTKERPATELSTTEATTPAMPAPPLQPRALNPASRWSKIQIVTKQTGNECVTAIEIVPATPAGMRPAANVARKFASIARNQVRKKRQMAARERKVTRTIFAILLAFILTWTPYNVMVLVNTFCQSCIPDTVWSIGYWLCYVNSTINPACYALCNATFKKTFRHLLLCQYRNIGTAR
CHRM5 PAM: human M5 muscarinic receptor positive allosteric modulators, primary screen, CHO-K1 cells, Fluo-8 calcium fluorescence; Muscarinic acetylcholine receptor M5 (Homo sapiens), P08912; CHO-K1 hM5, ACh EC20 PAM; 0% = ACh EC20, 100% = ACh EC100; activation, % at 3 µM; 360,000 tested, 0.3% active; AID 624038, 2012;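 active means activation above the run cutoff, the mean activation of all test compounds plus 3 SD, cut at about 18% in these data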
Target sequence (P08912 whole entry, looked up): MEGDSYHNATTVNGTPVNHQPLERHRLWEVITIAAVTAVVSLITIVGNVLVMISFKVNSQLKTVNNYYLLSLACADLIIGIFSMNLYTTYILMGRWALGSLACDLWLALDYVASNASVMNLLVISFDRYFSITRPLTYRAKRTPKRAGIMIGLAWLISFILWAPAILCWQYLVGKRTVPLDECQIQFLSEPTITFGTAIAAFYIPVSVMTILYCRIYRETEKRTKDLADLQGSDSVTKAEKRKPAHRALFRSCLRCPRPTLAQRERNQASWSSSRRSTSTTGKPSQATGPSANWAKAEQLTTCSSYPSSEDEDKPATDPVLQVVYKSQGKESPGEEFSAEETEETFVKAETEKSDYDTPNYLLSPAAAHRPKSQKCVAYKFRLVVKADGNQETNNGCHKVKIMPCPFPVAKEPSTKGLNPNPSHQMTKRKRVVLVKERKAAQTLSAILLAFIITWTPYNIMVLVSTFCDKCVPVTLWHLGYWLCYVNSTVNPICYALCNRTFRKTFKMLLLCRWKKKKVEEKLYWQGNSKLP
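Test system: CHO-K1 hM5 cells / Doses: single-point, 3 µM nominal / Times: Post-acetylcholine fluorescence recording 140 s / Technique: Fluo-8 calcium fluorescence / Measure: Max/basal fluorescence ratio as % of EC20–EC100 ACh window / Benchmarks: low control EC20 acetylcholine (0%), high control EC100 acetylcholine (100%) / Replicates: one well per compound, no replicates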
CHO-K1 Ca antag: nonselective inhibitor or artifact in parental CHO-K1 cells. AID 602250. ATP-induced calcium, Fluo-8 fluorescence. 360,000 tested, 0.6% active. inhibition, % at 3 µM;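 active means inhibition above a per-plate cutoff, the plate's mean sample inhibition plus 3 SD, cut at about 24% in these data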;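 further: 0% = DMSO plus EC80 ATP and 100% = DMSO alone without ATP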
M1 PAM parental: nonselective calcium activators in parental CHO-K1 cells, primary screen, counter-screen for M1 PAM project, cell-based, Fluo-8 calcium fluorescence, full deck, 1536-well | ATP EC20; 0% at ATP EC20, 100% at ATP max | activation, % at 3 µM | 360,000 tested, 0.02% active | AID 602247, 2012;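 active means activation above the run cutoff, the mean activation of all test compounds plus 3 SD, cut at about 40% in these data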;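 further: peak over basal fluorescence ratio in a 140 s read after ATP addition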
M4 ag: human M4 muscarinic receptor agonists, primary screen, CHO-K1 cells, Fluo-8 calcium fluorescence. 360,000 tested, 0.14% active. AID 624127, 2012. CHO-K1 hM4/Gqi5; vehicle 0%, full acetylcholine response 100%. Muscarinic acetylcholine receptor M4 (Homo sapiens), P08173. activation, % at 3 µM;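 active means activation above the run mean over all test wells plus 3 SD, cut at about 32% in these data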;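 further: peak over basal fluorescence ratio per well then scaled between controls; 0% = DMSO wells and 100% = acetylcholine at EC100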
CHRM4 antagonist: human M4 muscarinic receptor antagonists, primary screen, CHO cells, Fluo-8 calcium fluorescence; inhibition, % at 3 µM; Muscarinic acetylcholine receptor M4 (Homo sapiens), P08173; 360,000 tested, 0.73% active; CHO-hM4 cells, ACh EC80;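 active means inhibition above its plate's cutoff, the mean inhibition of sample wells plus 3 SD, cut at about 27% in these data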;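 further: 0% = acetylcholine EC80 with DMSO and 100% = DMSO without agonist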
M5 antag: human M5 muscarinic receptor antagonists, primary screen, CHO cells, Fluo-8 calcium fluorescence; 360,000 tested, 0.59% active; CHO-hM5 cells, ACh EC80; AID 624040, 2012; inhibition, % at 3 µM;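 active means inhibition above a per-plate cutoff, the mean of that plate's test compounds plus 3 SD, cut at about 27% in these data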;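 further: 0% = acetylcholine EC80 with DMSO and 100% = DMSO without agonist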
CHRM5 agonist: human M5 muscarinic receptor agonists, primary screen, CHO-K1 cells, Fluo-8 calcium fluorescence. CHO-K1 hM5 cells; 0% DMSO wells, 100% maximal acetylcholine response. AID 624037, 2012. 360,000 tested, 0.19% active. Muscarinic acetylcholine receptor M5 (Homo sapiens), P08912. activation, % at 3 µM;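 active means activation above the run's mean over test compounds plus 3 SD, cut at about 23% in these data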;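 further: signal is peak over basal fluorescence ratio across the kinetic read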
M1 ag parental: counter-screen for M1 agonists: effect in parental CHO-K1 cells. 360,000 tested, 0.48% active. Fluo-8 calcium fluorescence; scaled to maximal ATP response, vehicle zero. activation, % at 3 µM; in the data active means activation above about 15%;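 further: untransfected CHO-K1 host cells lacking M1 receptor as counterscreen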
Active calls of the source: *.

SMILES,M4 PAM,CHO-K1 Ca antag,M4 ag,M1 ag parental,CHRM5 agonist,CHRM4 antagonist,CHRM5 PAM,M5 antag,M1 PAM parental
Cc1ccc(N(Cc2cc3cc(C)ccc3[nH]c2=O)C(=O)c2cccs2)cc1,2.7,5.0,0.3,-0.1,-0.3,2.4,-7.3,3.9,-2.3
O=C(/C=C/c1ccccc1)c1c[nH]c2ccccc12,-13.2,-15.5,2.1,0.9,-5.9,8.1,-4.3,14.4,2.4
C=CCn1c(SCc2nc3c(c(=O)[nH]c(=O)n3CCCC)n2CCC)nnc1-c1ccccc1,-4.7,-10.0,2.4,0.7,-2.9,-7.5,-6.6,1.6,17.6
Cc1nc2cccnc2nc1C,3.5,-2.7,1.0,0.3,-3.4,2.2,-4.0,12.9,6.1
O=C(NC1CC1)C1CCN(S(=O)(=O)c2ccc(Cl)cc2)CC1,2.8,-12.6,0.6,1.3,-3.4,-12.4,-0.8,6.0,12.7
O=C1NC(Cc2ccc(O)cc2)c2nc3ccc(F)cc3c(=O)n2-c2ncccc21 (configuration not stated),3.6,-0.5,3.1,0.2,1.3,-9.0,-1.5,-3.3,-6.6
O=C(NCc1ccccc1)N1CCNCC1,3.3,-6.1,0.1,0.6,-4.1,-6.3,10.3,-3.2,18.0
COc1cc2ccccc2cc1C(=O)N1CCc2ccccc21,1.9,0.4,-0.9,1.2,-6.8,-6.3,2.9,-0.4,18.3
CN(Cc1ccccc1)C(=O)CSc1nc2ccccc2[nH]1,-3.8,-11.1,1.2,2.1,-1.8,-4.8,1.8,-2.9,2.7
c1ccc(NC2=NCCN2CC2CCCC2)cc1,-0.8,-4.0,-0.4,0.2,-0.4,9.7,-7.0,6.2,2.6
O=C(Cc1ccccc1)Nc1cccc(C(=O)O)c1O,5.7,5.1,-0.5,0.1,0.6,-4.0,2.8,-1.5,6.6
Cc1cccc(NC(=O)[C@@H]2CCCN2S(=O)(=O)c2ccc(Cl)cc2)c1,-1.5,-19.4,-1.0,-1.0,-1.2,5.2,-0.8,1.2,22.2
CN(C)c1ccc2nc3c(=O)[nH]c(=O)nc-3n(CC(O)C(O)C(O)CO)c2c1 (configuration not stated),-12.0,-2.0,47.6*,9.6,11.8,13.4,0.8,1.0,-9.2
CCN(CC(=O)Nc1sc2c(c1C#N)CCC(C)C2)Cc1nc2ccccc2c(=O)[nH]1 (configuration not stated),2.2,7.3,2.0,0.0,-1.9,-2.2,2.9,-2.9,4.8
O=C(COc1coc(CN2CCN(c3ccccc3)CC2)cc1=O)NCC1CCCO1 (configuration not stated),-1.8,-14.4,0.6,0.9,0.4,5.8,-0.1,5.7,8.9
C[N+]1(CC(=O)Nc2ccccc2Cl)CCN(C(=O)c2cccs2)CC1,4.7,-19.1,1.0,0.3,-5.7,-5.1,1.3,2.6,15.7
CS(=O)(=O)NCc1ccc(C(=O)O)cc1,-1.9,0.0,11.9,5.1,6.0,3.3,-14.8,11.9,-2.7
Cc1ccc(S(=O)(=O)CCC(=O)Nc2sccc2C#N)cc1,5.6,5.6,0.9,0.2,0.3,-4.6,-0.7,2.0,-9.8
O=C(CN1C(=O)c2ccccc2S1(=O)=O)Nc1ccccc1C(=O)NCc1ccco1,-0.7,-3.2,3.2,1.5,-1.5,-3.1,-8.7,4.4,3.9
CCn1cc(C(=O)N[C@H](C(=O)O)C(C)C)c(=O)c2cc3c(cc21)OCO3,-3.6,2.8,1.0,12.9,-2.2,7.2,1.2,-1.1,12.0
CN(C)c1ncnc2c1ncn2[C@H]1CN(C2CCCC2)C[C@@H](CO)O1,-3.5,-4.3,0.0,0.4,1.0,-8.9,0.0,-1.8,-0.5
CCOc1ccc2nc(S(=O)(=O)NC(=O)C3(C)CCN3C(=O)c3cccc(F)c3)sc2c1 (configuration not stated),-1.0,-5.7,0.8,0.5,3.9,-4.5,1.1,3.7,10.1
c1ccc(-c2ccccc2OCCCCN2CCCCCC2)cc1,-16.8,-1.7,4.2,3.8,-9.3,4.1,-8.0,3.2,15.1
COc1cc(CNC(=O)Nc2nc(C(N)Cc3ccc(C(F)(F)F)cc3)cs2)cc(OC)c1OC (configuration not stated),3.3,4.6,3.5,0.5,1.5,16.0,0.8,9.3,-0.9
C/C(=N/NC(=O)c1cccnc1)C1=C(O)CC(C)(C)CC1=O,3.7,16.4,0.8,-0.7,-1.0,-4.9,0.7,-12.2,-10.4
CN(C)C(=O)CSc1nnc(Cc2ccc([N+](=O)[O-])cc2)o1,0.6,-15.6,0.9,0.1,1.2,5.4,-4.6,7.8,0.6
O=C(Nc1nc(-c2ccccn2)cs1)Nc1ccc(F)cc1F,-3.4,5.6,24.9,10.1,1.0,-4.8,-9.1,8.9,8.2
O=C(CCS(=O)(=O)c1cc2c(cc1Cl)NC(=O)CO2)NCCc1ccccc1,2.1,-9.4,-0.9,0.6,-5.0,-11.3,-6.1,15.2,5.0
N#CCSc1nc(Nc2ccc3c(c2)OCO3)c2ccccc2n1,3.2,-8.6,5.1,5.9,-5.0,-1.5,-11.6,8.1,14.9
CC(=O)Nc1cccc(NC(=O)CSc2nnc3ccccn23)c1,2.0,-8.7,1.0,0.7,2.1,-10.0,2.5,9.1,4.8
Cc1nc(NC(=O)C2CC2)sc1C(=O)N1CCCCC1,2.2,-8.0,2.2,-0.2,2.0,-3.1,11.5,-5.5,-1.4
CC(=O)Nc1ccc(/C(C)=N/Nc2nc(Nc3ccccc3)nc(N3CCOCC3)n2)cc1,-4.1,-21.4,2.3,0.6,-2.9,3.5,-2.5,-7.7,0.8
O=C(Nc1ccc2c(c1)OCCO2)c1cccc(C(=O)Nc2ccc3c(c2)OCCO3)c1,-7.6,-1.9,5.5,0.3,-10.3,-3.2,-3.4,-13.9,-5.2
CC1CCC(C(C)C)C(OCC(O)C[N+]2(C)CCCCC2)C1 (configuration not stated),-19.0,-0.3,0.7,0.2,-13.2,8.6,-13.8,4.2,-6.2
Cc1cc2cc3n(c2nn1)N=C(Cl)CC3,-1.1,-3.8,0.0,0.7,-0.3,-4.9,-0.8,3.7,2.0
COc1ccc(Cc2nnc(SCC(=O)NC(C)c3ccccc3)o2)cc1 (configuration not stated),5.0,-1.8,1.4,0.3,-1.5,5.7,-4.5,0.7,7.7
COc1ccccc1-c1nc(-c2ccccn2)no1,6.8,0.1,1.9,0.0,0.7,-13.3,-0.8,0.6,7.6
Cc1ccc(S(=O)(=O)N2CCC(C(=O)OCC(=O)N3CCCC3=O)CC2)cc1C,-3.3,-3.0,1.2,0.9,0.6,3.7,6.2,-8.2,15.0
O=C(O)Cc1ccc(C(=O)c2cccs2)s1,-0.6,2.4,0.2,-0.4,0.3,9.2,4.8,3.6,4.0
Nc1c(C(=O)NCCN2CCOCC2)c2nc3ccccc3nc2n1-c1ccc2c(c1)OCO2,-8.7,-18.8,13.1,4.0,2.6,-3.1,-7.2,11.3,20.9
Nn1cnc2cc3ccccc3cc2c1=O,0.5,-8.4,0.2,0.8,-4.3,11.8,-6.7,7.6,-3.8
COCCNC(=O)C1CCCN(C(=O)C2(c3ccc(Cl)cc3)CCCC2)CC1 (configuration not stated),1.7,-3.0,0.6,0.3,-0.9,-11.2,-1.9,4.1,18.2
COc1ccccc1CNc1nc(NCc2ccc(NC(C)=O)cc2)c2sccc2n1,-7.8,-3.1,7.6,0.9,-2.6,9.9,-4.8,4.6,9.3
COCC(C)NC(=O)c1cc2c(ccc3ccccc32)oc1=O (configuration not stated),0.7,-5.4,4.5,1.9,-0.1,-6.3,-3.8,11.4,-11.6
Cc1cc(C)cc(OCC(=O)Nc2cccc(-c3nnc(-c4ccco4)o3)c2)c1,-8.9,-17.9,5.2,2.8,1.5,-11.1,-6.7,-2.4,22.0
COc1ccc(C2CCCN2C(=O)Nc2ccc(F)cc2)cc1OC (configuration not stated),6.7,-2.5,1.6,0.3,2.0,-4.5,0.0,-2.3,14.8
CCN(CC(=O)Nc1c(F)cccc1F)C(=O)C1CCN(S(=O)(=O)c2ccc(F)cc2)CC1,7.2,2.6,4.3,2.0,1.2,1.1,0.8,-5.3,6.8
CN(CC1CCOCC1)C(=O)CC1C(=O)NCCN1Cc1ccccc1F (configuration not stated),2.6,0.2,0.6,0.4,-3.3,-3.8,3.0,-3.0,-6.7
Cc1ccc(C(=O)Nc2nc(-c3cccnc3)cs2)o1,-5.0,17.3,3.4,0.2,-3.6,7.2,-9.8,4.8,-0.8
CCOc1ccc(Nc2ncnc3c2cnn3-c2ccccc2)cc1,4.6,14.2,1.0,0.4,1.3,-16.9,4.3,-3.8,-10.4
C/C(=N\Nc1ncc(Cl)cc1Cl)c1ccc(C#N)cc1,2.9,-8.1,2.5,0.6,-2.3,-4.0,-1.9,11.6,2.7
COc1cccc(CN2CCN(c3ncccn3)CC2)c1,8.5,-0.5,-0.4,0.2,0.3,-7.6,2.4,-0.1,16.1
CC(C1=C(CCN(C)C)Cc2ccccc21)c1ccccn1 (configuration not stated),-10.0,-11.6,0.4,0.1,-12.7,64.1*,-37.2,6.7,5.5
CCOC(=O)CN1C(=O)C2(OCCCO2)c2cc(Br)ccc21,-1.4,-2.7,-0.1,-0.1,4.4,0.1,12.8,-10.3,14.1
CC1(OC(=O)C2CCCC2)C(=O)C=C2C=C(c3ccsc3)N(CCCCO)C=C2C1=O (configuration not stated),-3.1,-9.0,0.9,0.2,-1.0,-2.8,2.9,7.4,5.0
COc1cccc(CNC(=O)CN2c3cccc4cccc(c34)S2(=O)=O)c1,-0.9,0.8,5.0,1.3,0.1,-12.1,-1.7,-1.2,1.1

(list continues)
SMILES,M4 PAM,CHO-K1 Ca antag,M4 ag,M1 ag parental,CHRM5 agonist,CHRM4 antagonist,CHRM5 PAM,M5 antag,M1 PAM parental
CSc1nc(N)nc2c1ncn2CC(=O)NCc1ccc2[nH]ccc2c1,2.2,-1.4,1.1,0.3,0.6,-14.9,-1.4,3.3,5.2
Cn1c(C(=O)N2CCN(C(=O)c3ccco3)CC2)cc2c(=O)n(C)c3ccccc3c21,-0.9,-2.6,4.8,1.4,2.6,-1.8,4.5,-2.7,3.9
COc1ccc(N2C(=O)CSC23C(=O)Nc2ccccc23)cc1 (configuration not stated),-5.7,-5.3,0.5,0.5,-13.6,2.9,-10.4,-2.6,16.0
Cc1nn(C)cc1/C=N/NC(=S)Nc1ccccc1,-5.1,-2.8,0.3,0.1,-0.8,17.0,-1.0,4.6,10.2

Bioassay records as filed in PubChem BioAssay.
